# RTF Ca sens inh: cardiac RTF calcium sensitivity inhibitors, primary screen, biochemical, IANBD-TnC fluorescence, EC70 calcium; IANBD-labeled cardiac RTF, Ca2+ fluorescence; inhibition, % at 7.15 µM; 340,000 tested, 0.12% active; Troponin I, cardiac muscle (Homo sapiens) + Troponin T, cardiac muscle (Homo sapiens) + …;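 active = inhibition above the mean inhibition of all tested compounds plus 3 SD, cut at about 17% in these data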;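 also: assay run at fixed EC70 calcium of 1.6 mM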
# CAL PDZ FP-1: untagged CAL PDZ binding inhibitors, primary screen, biochemical, fluorescence polarization, HTS; Golgi-associated PDZ and coiled-coil motif-containing protein (Homo sapiens), Q9HD26; purified CAL PDZ, TMR-peptide fluorescence polarization, 1 h; inhibition, % at 24.9 µM; AID 602252, 2012; 300,000 tested, 0.92% active;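 active = mean inhibition of at least 30% with at least half of replicates also reaching 30%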;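 also: 0% = DMSO neutral control and 100% = excess unlabeled competitor peptide PRC23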
# DSG3 Ab inh: inhibitors of pemphigus antibody binding to DSG3, primary screen, biochemical, bead-based, flow cytometry, scFv-GFP | Desmoglein-3 (Homo sapiens), P32926 | DSG3-coupled beads, scFv-anti-DSG3-GFP binding; stronger effect = lower value | binding (percent of control), % at 10 µM | 310,000 tested, 0.48% active | AID 588358, 2011;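 active = binding more than 3 SD below its plate's average and above zero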;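 also: hits lower antibody fragment binding to DSG3; some compounds called inactive have numbers as strong as hits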
# CAL PDZ FP-2: CAL PDZ peptide-binding inhibitors, primary screen, biochemical, fluorescence polarization, Cer-tagged CAL PDZ, HTS; purified CAL PDZ, TMR-peptide fluorescence polarization, 1 h; inhibition, % at 20 µM; 330,000 tested, 0.02% active; AID 504414, 2011;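 active = highest replicate inhibition of at least 40%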;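 also: plate controls were DMSO neutral control wells for no effect and unlabeled competitor peptide control wells for full effect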
#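 material = purified tagged CAL PDZ domain construct (CerCALP) | buffer or medium = sodium phosphate/NaCl buffer pH 7.4 with TCEP, IgG, Thesit | reagent = TMR-labelled reporter peptide T*-PRC34 bound in PDZ groove | incubation = 1 h room-temperature incubation prior to read | measured by = fluorescence polarization (mP) | evaluation = percent inhibition from loss of millipolarization | control set = unlabelled peptide and DMSO controls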
# DAGLB inhibitor: DAGLB lipase inhibitors, primary screen, biochemical, fluorescence, HTS. Diacylglycerol lipase-beta (Homo sapiens), Q8NCG7. HEK293T DAGLB membrane lysate, EnzChek fluorogenic substrate. AID 504411, 2011. 340,000 tested, 0.059% active. inhibition, % at 5.17 µM; in the data active = inhibition above about 34%;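 also: 0% = enzyme with vehicle and 100% = wells lacking enzyme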
# Keap1-Nrf2 PPI: Keap1-Nrf2 protein-protein interaction inhibitors, primary screen, biochemical, fluorescence polarization, single point; inhibition, % at 9.4 µM; AID 504523, 2011; 340,000 tested, 0.15% active; Keap1 Kelch-Nrf2 peptide fluorescence polarization, 1536-well; in the data active = inhibition above about 12%;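 also: human Keap1 Kelch domain with fluorescein labeled Nrf2 9mer peptide probe; 0% = neutral control wells and 100% = peptide positive control; higher means more block of Keap1 binding to Nrf2 peptide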
# Target sequence (Q14145 whole entry, looked up, the tested form may be a part): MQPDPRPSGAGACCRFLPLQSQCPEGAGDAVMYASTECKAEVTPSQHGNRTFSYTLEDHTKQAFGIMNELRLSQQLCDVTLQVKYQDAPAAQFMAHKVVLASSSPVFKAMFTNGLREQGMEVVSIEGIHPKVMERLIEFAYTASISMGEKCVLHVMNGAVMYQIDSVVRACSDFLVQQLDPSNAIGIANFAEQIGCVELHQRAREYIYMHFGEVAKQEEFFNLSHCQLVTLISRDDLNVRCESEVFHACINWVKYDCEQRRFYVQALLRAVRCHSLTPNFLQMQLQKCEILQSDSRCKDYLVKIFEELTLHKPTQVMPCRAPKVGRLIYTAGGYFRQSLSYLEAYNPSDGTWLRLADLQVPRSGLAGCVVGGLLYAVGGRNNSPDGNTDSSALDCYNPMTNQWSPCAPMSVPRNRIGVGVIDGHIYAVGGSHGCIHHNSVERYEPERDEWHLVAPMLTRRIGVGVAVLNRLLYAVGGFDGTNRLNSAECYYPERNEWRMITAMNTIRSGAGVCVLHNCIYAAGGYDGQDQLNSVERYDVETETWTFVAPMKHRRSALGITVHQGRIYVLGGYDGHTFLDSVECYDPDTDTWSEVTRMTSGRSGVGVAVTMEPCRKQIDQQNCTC
# Arr AP2 block: inhibitors of beta-arrestin/AP2 binding, primary screen, biochemical, GPCR trafficking, flow cytometry. inhibition, % at 10 µM. beta-arrestin 1 C-terminal peptide binding to AP2 beta2-adaptin appendage (human). FITC-arrestin peptide / GST-AP2 beads; AP2 beta2 appendage carries R879A mutation. 340,000 tested, 0.31% active. AID 504490, 2011;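 active = inhibition above a set limit, near 3 SD of compounds lacking own fluorescence, cut at about 54% in these data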;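 also: plate controls were DMSO wells for no effect and 5 µM unlabelled arrestin peptide for full effect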
#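 System: GST-AP2 R879A glutathione beads. Medium: PBS with 0.05% Tween 20 and 0.1% BSA. Also added: FITC-arrestin peptide, 50 nM. Incubation: 12 min plus 1 h, RT. Measured by: high-throughput flow cytometry of beads, ex 488, em 535 nm. Evaluation: percent drop in bead-associated FITC signal.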
# LANA DNA inh: inhibitors of KSHV C-LANA binding to DNA, primary screen, biochemical, fluorescence polarization, FAM-LBS DNA, MBP-C-LANA, single point; Kaposi's sarcoma herpesvirus LANA C-terminal domain (residues 932-1162) DNA binding; inhibition, % at 9 µM; 340,000 tested, 0.078% active; AID 504423, 2011;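 active = highest replicate inhibition at or above 60% at 9 µM, even if other replicates fall short; inactive = all replicates below 60% inhibition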;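 also: 0% = neutral control wells and 100% = 4 µM acridine orange control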
# NSD2 inh: NSD2 histone methyltransferase inhibitors, primary screen, biochemical, AlphaScreen, single concentration, set 2. Histone-lysine N-methyltransferase NSD2 (Homo sapiens), O96028. NSD2 peptide methylation, 120 min. inhibition, % at 12.5 µM. 310,000 tested, 0.54% active. AID 743445, 2014; in the data active = inhibition above about 50%
# V-ATPase pH: regulators of yeast V-ATPase proton pumping, primary screen, pHLuorin cytosolic pH fluorescence; S. cerevisiae; response, % at 10 µM; 350,000 tested, 0.37% active; AID 504577, 2011; in the data active = response mostly above about 7.3%, no sharp cut-off; inactive = mostly below about 5.4%; also: actives read high; inactives centre near 0; some compounds called inactive have numbers as strong as hits
# * hit, by the source's call; nt = not tested or not shown. The list is partial; count on the stated rates, not on these rows.
SMILES,RTF Ca sens inh,CAL PDZ FP-1,DSG3 Ab inh,CAL PDZ FP-2,DAGLB inhibitor,Keap1-Nrf2 PPI,Arr AP2 block,LANA DNA inh,NSD2 inh,V-ATPase pH
COc1cccc(CN2CCNC(=O)C2CC(=O)NCC(C)(C)N2CCOCC2)c1OC (configuration not stated),6,-3,103,0.9,-1,-3,20,1.9,0,3
COCCN(C(=O)CNC(=O)c1ccco1)C(C(=O)NC1CCCC1)c1cccc(OC)c1 (configuration not stated),4,6,106,-2.5,1,0,27,1.0,-2,1
Nc1c(C(=O)Nc2ccc(Cl)c(C(=O)O)c2)sc2nc3c(cc12)CCCC3,-11,0,95,-3.0,4,0,1,-0.4,4,2
COC(=O)c1c(C)oc2ccc(N(C(=O)c3ccncc3)S(=O)(=O)c3ccc(C)cc3C)cc12,-19,-2,99,-0.6,0,0,2,-1.0,0,-2
COc1ccc(NC(=O)CCNS(=O)(=O)c2ccc(C)c(C)c2)cc1OC,12,nt,nt,0.2,-1,-1,33,-0.9,-3,-5
COCC(C)NC(=O)Cc1ccc(F)cc1 (configuration not stated),-8,-3,nt,0.5,-2,-10,0,-1.1,-2,4
C=CCN([C@@H](CC(C)C)C(=O)OC)S(=O)(=O)N(CC=C)[C@@H](CC(C)C)C(=O)OC,1,1,97,-0.4,-19,0,2,0.3,nt,10
CCc1cc2cc3c(cc2nc1SCC(=O)Nc1nccs1)OCO3,-6,-3,122,-1.5,-1,0,-7,1.9,nt,1
C/C(=N\NC(=O)CSc1nc2ccccc2o1)c1ccc(O)cc1,-9,2,nt,-1.3,-3,-6,-10,-1.5,51*,-1
C=CCNC(=O)C1CC2c3ccccc3C1c1ccccc12 (configuration not stated),1,-3,nt,0.4,2,2,37,0.0,-5,4
O=C(c1cnc2n(c1=O)CCS2)N1CCN(c2ccccc2F)CC1,-5,-6,100,0.0,-3,1,15,0.0,nt,-1
Cc1ccc(S(=O)(=O)Nc2c(NC3CCCCC3)c3ccccc3oc2=O)cc1C,-11,-1,106,-2.2,-1,-5,-2,-0.1,-3,2
O=C(Nc1ccc(O)cc1)c1cc2n(n1)C(C(F)(F)F)CC(c1ccco1)N2 (configuration not stated),-5,-2,102,-0.4,-3,-1,1,2.3,nt,7
CCOc1ccccc1N/C=C(\C#N)c1nc2ccccc2n1C,2,nt,102,0.6,-4,-1,-7,1.3,-2,-4
CCc1ccccc1NC(=O)CCN1C(=O)c2ccccc2C1=O,-8,-4,100,-0.5,-3,-5,4,0.1,-1,1
CCc1ccc(C2NC(=S)NC3=C2C(=O)CCC3)cc1 (configuration not stated),7,-3,101,-2.4,-2,-3,-1,-1.1,-1,0
Oc1c(CN2CCN(c3ccc(F)cc3)CC2)cc(Cl)c2cccnc12,-2,nt,101,-0.9,-2,-2,12,2.2,2,17*
Cc1ccc(C)c(Cn2ncc3ccccc32)c1,-1,2,98,-0.1,-2,0,29,0.6,3,2
CN1CCN(S(=O)(=O)c2ccc(NC(=S)NC(=O)C3CCCCC3)cc2)CC1,-1,-2,102,-0.5,-2,-3,-4,0.2,4,3
O=S(=O)(O)c1ccc(NN=Cc2ccccc2O)cc1,5,nt,93,0.1,3,-2,5,4.9,3,-2
COc1ccc(S(=O)(=O)N2CCC(C(=O)NCc3ccncc3)CC2)cc1,1,-5,102,-2.4,-2,0,4,1.6,-4,5
Cc1c(NC(=O)CSc2nnc(-c3cccnc3)n2N)c(=O)n(-c2ccccc2)n1C,-1,-1,99,0.7,0,1,10,-0.8,-1,5
CCOc1ccccc1C(=O)NCC(=O)OCc1c(C)noc1C,-3,-1,79,-1.7,-2,1,34,-0.7,0,-1
C=CCn1c(COc2ccc(F)cc2)nnc1SCC(=O)N1CC(=O)Nc2ccccc21,0,2,99,-0.4,-1,-4,-4,-1.1,0,4
C=CCNC(=S)Nc1sc2c(c1C#N)CCCC2,2,3,nt,-0.2,0,-1,10,0.9,-2,-2

# (listing goes on)
SMILES,RTF Ca sens inh,CAL PDZ FP-1,DSG3 Ab inh,CAL PDZ FP-2,DAGLB inhibitor,Keap1-Nrf2 PPI,Arr AP2 block,LANA DNA inh,NSD2 inh,V-ATPase pH
CCc1[nH]nc(C(=O)N2CCCC(CO)(Cc3ccc(F)cc3F)C2)c1C (configuration not stated),-5,nt,107,0.0,-1,-4,12,0.0,-5,3
CSc1nsc(SCC(=O)NCc2ccccc2)n1,3,1,98,-0.7,-2,-2,29,0.4,-3,-1
Nc1ncc(Br)cc1S(=O)(=O)NCCc1ccccc1,-8,-1,nt,-1.9,6,-3,-15,-0.7,-3,0
Cc1ccc(CCN2CC(C(=O)NCCN(C)C)CC2=O)cc1 (configuration not stated),-3,-7,119,-0.3,-2,-2,6,1.3,3,0
COCC(=O)NCc1nc2ccccc2[nH]1,1,-4,101,nt,2,-3,0,-1.5,nt,2
Cc1ccccc1N1CCN(C(=O)c2cc(C3CC3)nn2-c2ccccc2)CC1,13,-5,nt,-0.8,-13,-3,-7,0.1,-1,1
CS(=O)(=O)c1ccc2nc(NC(=O)Cc3ccccc3)sc2c1,-8,nt,98,-1.4,-1,0,20,-0.1,nt,-6
O=S(=O)(Nc1nc(-c2ccccc2)cs1)c1cccc(C(F)(F)F)c1,8,-1,94,-1.0,20,4,15,1.1,11,1
Cc1cccc(C)c1OCC(=O)Nc1cccc(C(=O)O)c1,-14,-2,102,-3.3,-1,-1,19,-1.5,-2,1
Cn1nnnc1SCC(=O)N1CCN(C(=O)c2ccco2)CC1,-8,nt,98,0.6,-4,2,11,-0.3,-2,-1
N#Cc1ccc(NC(=O)CCc2ccc(S(=O)(=O)N3CCOCC3)cc2)cc1,-5,-4,99,-1.2,5,0,-4,-1.9,-1,4
C/C(=N\N1CCN(Cc2ccc(Cl)cc2)CC1)c1ccc([N+](=O)[O-])cc1,-10,nt,115,0.3,-9,0,10,-0.7,8,-2
CCC1CCCCN1C(=O)CSc1nc(C)cc(C)n1 (configuration not stated),-8,nt,109,-0.9,-1,0,13,0.2,-3,1
CN1CCS/C1=C/C=C1/SC(=S)N(Cc2ccccc2)C1=O,-119,-3,98,-2.0,3,-22,0,-1.6,3,2
COc1nc(N)nc(NC(=O)c2cccs2)c1N=O,-16,-7,102,0.7,-6,-9,-6,0.3,2,-1
Cc1cnc(C(=O)Nc2ccc(F)c(F)c2)cn1,-7,-8,103,-0.8,1,3,3,0.3,32,-4
Clc1nc(-c2cccnc2)nc2scc(-c3ccccc3)c12,8,5,98,-2.3,-24,-3,-4,0.0,-1,1
CCOC(=O)C1CCN(C(=O)/C=C/c2cccs2)CC1,1,2,109,-0.8,-4,-8,7,-0.2,1,-1
Brc1ccc2nc3c(n2c1)CCCC3,-2,-3,99,-2.3,0,-5,-1,1.3,-3,0
CC(=O)c1ccc(OCCn2cnc3ccccc32)cc1,1,0,82,-0.7,-2,3,-3,-1.7,-1,1
CCOc1cccc(NC(=O)/C(C#N)=C/c2cccnc2)c1,-11,-3,97,0.2,-3,1,41,0.2,10,1
COC(=O)c1[nH]c(C)c(/C(O)=C2\C(=O)C(=O)N(CCN(C)C)C2c2cccc(OC)c2OC)c1C (configuration not stated),-4,-2,97,nt,-2,-2,0,-0.4,0,0
CCn1c(SCC(=O)N(C)Cc2ccc(OC)c(F)c2)nc2cc(S(N)(=O)=O)ccc21,3,1,96,-1.9,-1,0,19,-1.3,0,-1
O=C(NC(=S)N1CCCCC1CO)c1cc(Br)ccc1Cl (configuration not stated),2,0,100,0.6,-2,1,-3,2.9,1,0
COCCNC(=O)Cn1cc(/C=C(\C#N)C(=O)NC2CCCC2)c2ccccc21,3,nt,107,-0.9,1,-2,nt,-2.2,-1,2

# (more compounds)
SMILES,RTF Ca sens inh,CAL PDZ FP-1,DSG3 Ab inh,CAL PDZ FP-2,DAGLB inhibitor,Keap1-Nrf2 PPI,Arr AP2 block,LANA DNA inh,NSD2 inh,V-ATPase pH
CCC1COCCS(=O)(=O)N1Cc1ccccc1 (configuration not stated),-16,0,107,0.3,0,-4,0,1.9,nt,3
O=C(c1cc2ccccc2o1)N1CCN(S(=O)(=O)c2c(F)cccc2F)CC1,-11,-4,105,-0.7,0,0,7,-1.3,-3,-1
O=c1[nH]c(C2CCN(S(=O)(=O)c3ccccc3)CC2)nc2c1nnn2Cc1c(F)cccc1Cl,-12,-4,108,-2.1,2,0,-1,2.0,-4,1
Cc1cnc(C(=O)Nc2ccc(N3CCOCC3)cc2)cn1,0,-4,102,nt,0,6,7,1.6,-4,1
COC(=O)C(Cc1ccc(O)cc1)NC(=O)C(C)NC(=O)c1ccc(C(C)(C)C)cc1 (configuration not stated),1,-2,100,0.0,-2,-1,17,-0.5,1,-1
CC(C)CC(CO)N1CCN(C(=O)c2ccc(Cl)cc2Cl)CCC1=O (configuration not stated),6,-1,105,-0.2,0,1,-8,-0.1,nt,-3
O=C(CCN1C(=O)c2ccncc2C1=O)NCc1ccc(Cl)cc1,-11,-3,nt,-3.0,-5,5,1,0.4,-2,1
O=C(CSc1nnc(-c2ccccc2Cl)o1)N1CCOCC1,0,-6,98,-2.2,-1,-3,-2,-1.8,nt,0
O=C(CN1C(=O)NC2(CCCCCCC2)C1=O)NCc1ccccc1,-1,-2,103,-0.7,-1,-5,-9,-0.6,0,-4

# Entries shown so far with a CF3 group (2):
SMILES,RTF Ca sens inh,CAL PDZ FP-1,DSG3 Ab inh,CAL PDZ FP-2,DAGLB inhibitor,Keap1-Nrf2 PPI,Arr AP2 block,LANA DNA inh,NSD2 inh,V-ATPase pH
O=C(Nc1ccc(O)cc1)c1cc2n(n1)C(C(F)(F)F)CC(c1ccco1)N2 (configuration not stated),-5,-2,102,-0.4,-3,-1,1,2.3,nt,7
O=S(=O)(Nc1nc(-c2ccccc2)cs1)c1cccc(C(F)(F)F)c1,8,-1,94,-1.0,20,4,15,1.1,11,1

# From PubChem BioAssay
